# High-throughput results deposited in PubChem BioAssay by National Center for Advancing Translational Sciences (NCATS).
# Tau ThT inhib: inhibitors of human tau fibril formation, thioflavin T binding | 270,000 tested, 2.1% active | recombinant tau K18 P301L, heparin-induced fibrillization, ThT fluorescence | AID 1460 | P10636 | Potency, µM (series often up to 57.4 µM), for inactives: top-dose activity, negative = inhibition, hits mostly inhibitors; also: % is scaled to controls: 0 for no effect and ±100 for the full control effect; nearly all actives have a fitted effect of over 55% in size
# Target sequence (P10636 561-689 P618L limits assumed): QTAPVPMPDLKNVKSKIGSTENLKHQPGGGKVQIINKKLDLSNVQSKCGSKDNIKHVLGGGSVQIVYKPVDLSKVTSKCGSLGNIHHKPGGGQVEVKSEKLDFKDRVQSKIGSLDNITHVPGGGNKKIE
#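 Recombinant human tau K18 fragment […] carrying P301L, 15 uM unlabeled plus 0.24 uM Alexa 594-labeled, was fibrillized with 20 uM heparin in 100 mM sodium acetate pH 7 for 6 hr at 37 C; 30 uM ThT fluorescence read after 1 hr.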
# HTT cytoprotect: cytoprotection in Huntington HTT-Q103 PC12 cell model. 230,000 tested, 0.14% active. PC12 HTT-Q103 induced, cytoprotection, ATP luminescence, 40 h. AID 1471. Potency, µM (series often up to 56.4 µM), for inactives: cytoprotection (ATP increase), actives largely listed as activators;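 also: % of control where 0% means no effect; nearly all actives have a fitted effect of over 45% in size; toxic huntingtin expression switched on by the ecdysone agonist tebufenozide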
#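 Quantitative HTS on tebufenozide-induced (100 nM) PC12 cells expressing HTTQ103 exon 1–GFP; compounds tested as a concentration series; survival measured via cellular ATP.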
# GAA glycogen: GAA glycogen-cleavage inhibition or activation. 300,000 tested, 0.38% active. AID 2100. P10253. recombinant GAA, glycogen substrate, Amplex Red glucose oxidase fluorescence. Potency, µM (highest dose often 76.4 µM), without a hit: at the top dose activity change, negative = inhibition, most hits filed as inhibitors;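 also: 0% = full enzyme reaction and -100% = no-enzyme basal signal; the screen sought inhibitors and activators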
#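 Recombinant human enzyme (4 nM); glycogen substrate; 37 C, 40 min, pH 5.0. Readout: coupled glucose oxidase/Amplex Red fluorescence.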
# GLA spleen mod: inhibitors or activators of human alpha-galactosidase in spleen homogenate; P06280; human spleen homogenate, 4MU-alpha-Gal fluorescence, 40 min; Potency, µM (titrated, usually from 80 µM), inactives show at the top dose activity change, negative = inhibition, usual class: inhibitors; 240,000 tested, 0.008% active; AID 2107;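 also: 0% = enzyme with vehicle and -100% = no enzyme basal signal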
# Target sequence (P06280 32-429 limits assumed): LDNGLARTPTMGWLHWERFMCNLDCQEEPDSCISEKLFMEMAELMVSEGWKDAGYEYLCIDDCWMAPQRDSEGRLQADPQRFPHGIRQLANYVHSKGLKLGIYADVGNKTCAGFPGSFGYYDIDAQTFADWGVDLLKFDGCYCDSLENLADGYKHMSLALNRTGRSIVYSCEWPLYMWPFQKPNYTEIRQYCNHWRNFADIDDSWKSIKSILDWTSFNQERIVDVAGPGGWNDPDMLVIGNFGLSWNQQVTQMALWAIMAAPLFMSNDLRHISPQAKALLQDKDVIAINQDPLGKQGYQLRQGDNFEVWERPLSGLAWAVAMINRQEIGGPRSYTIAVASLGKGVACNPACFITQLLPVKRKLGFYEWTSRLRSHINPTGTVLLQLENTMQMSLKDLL
#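 Fluorogenic readout (Ex 365/Em 440 nm) of 4-methylumbelliferone released from 1 mM 4-MU-alpha-galactoside by spleen homogenate, 40 min at 37C, pH 5.0. Data normalized to no-enzyme and enzyme controls; Hill-equation AC50 from compound titrations.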
# Tau fluor counter: counter-screen for tau fibril formation inhibitors | Potency, µM (top dose mostly 57.7 µM), without a hit: at the highest dose activity change, negative = decrease | 280,000 tested, 0.93% active | tau K18 P301L (four-repeat tau fragment) Alexa594 fluorescence, heparin fibrillization | AID 1463; also: % is scaled to controls: 0 for no effect and ±100 for the full control effect; nearly all actives have a fitted effect of over 55% in size
#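 Human K18 P301L tau (15 uM unlabeled plus 0.24 uM Alexa 594-labeled, final) in 100 mM sodium acetate pH 7 was mixed with compound and 20 uM heparin and incubated 6 hr at 37 C.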
# GAA inh: inhibitors of human lysosomal alpha-glucosidase; P10253; Potency, µM (top dose mostly 76.9 µM), for inactives: at the highest dose activity change, negative = inhibition, most hits filed as inhibitors; 200,000 tested, 0.005% active; purified human GAA, 4-MU-alpha-glucoside fluorescence; AID 1466;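 also: plate controls were uninhibited enzyme wells for no effect and no-enzyme background for full effect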
#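 qHTS format, compound range up to 77 uM. Human lysosomal enzyme at 4 nM, 400 uM 4-MU glucoside substrate, pH 5.0, 20 min room temperature; fluorescence after alkaline stop gives activity normalized to controls.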
# aGlu spleen mod: inhibitors or activators of human alpha-glucosidase in spleen homogenate; P10253; human spleen homogenate, 4-MU-alpha-glucoside fluorescence; Potency, µM (doses to about 79.9 µM), inactives show at the top dose activity change, negative = inhibition, actives largely listed as inhibitors; 240,000 tested, 0.006% active;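 also: 0% = enzyme with vehicle and -100% = no enzyme basal signal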
#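 Human spleen homogenate (1 ug) with 4-methylumbelliferyl-alpha-D-glucopyranoside (1 mM final) in 50 mM citrate/phosphate pH 5.0, 0.01% Tween-20; 40 min at 37 C. Stopped at pH 10; 4-MU fluorescence Ex 365/Em 440 nm; AC50 by Hill fit.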
# Tau FP inhib: inhibitors of human tau fibril formation. Potency, µM (highest dose often 57.7 µM), for inactives: at the highest dose activity, negative = inhibition, most hits filed as inhibitors. 280,000 tested, 0.39% active. P10636. AID 1468. K18 P301L tau heparin fibrillization, Alexa594 FP, 6 h; also: % is scaled to controls: 0 for no effect and ±100 for the full control effect; nearly all actives have a fitted effect of over 55% in size
#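 K18 P301L tau (15 uM unlabeled/0.24 uM Alexa 594-labeled, final) + compound + heparin 20 uM final; 100 mM NaOAc pH 7; 6 hr 37 C; ThT 30 uM final added, 1 hr RT; FP ex 555/em 632 nm.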
# The depositor's hits bear a star; ? = inconclusive; nt = not tested or not shown; & = joins results of further samples; [ ] = dose if it differs, or a comment. Calls follow the shape of the dose curve; as a rule, active = well fitted curve in the direction sought with a large enough effect; inconclusive = small, poorly fitted or top-dose-only effect, or another doubt; inactive = no such curve, though single readings can be large; an effect the other way counts as inactive or inconclusive. Potency is read from the fitted curve at half-maximal effect.
SMILES,Tau ThT inhib,HTT cytoprotect,GAA glycogen,GLA spleen mod,Tau fluor counter,GAA inh,aGlu spleen mod,Tau FP inhib
CC(C)(C)c1ccc(NC(=S)NCc2cccs2)cc1,-4%,-21%,-18%,2%,?,-8%,0%,-13%
CCOC(=O)/C=c1\s/c(=C\c2ccc3cc(OC)ccc3c2)c(=O)n1CC(=O)NCc1ccc2c(c1)OCO2,4%,2%[10 µM],19%,3%,-10%,5%,7%,-16%
Cn1c(=O)c2c(nc(NCCNC(=O)c3ccco3)n2Cc2ccc(Cl)cc2Cl)n(C)c1=O,-6%,-28%[0.074 µM],7%,-2%,-4%,?,-4%,6%
C(=N\Nc1nc(-c2cccnc2)nc2ccccc12)/c1ccccc1,-10%,-9%[10 µM],-17%,0%,?,nt,-2%,-9%
CC(C)CC(=O)Nc1sc2c(c1C#N)CC(C)(C)NC2(C)C,8%,-12%,-2%,3%,-6%,-6%,-10%,-10%
Cc1ccc(-c2cc(C(=O)O)c3cc(Br)ccc3n2)o1,20µM*,nt,-3%,?,-16%,?,1%,?
Cc1ccc(NC(=O)Cn2c(=O)oc3ccccc32)cc1Cl,-2%,nt,-6%,nt,-7%,nt,nt,-11%
COc1ccc(OC)c(C2NC(=O)NC(C)=C2C(=O)Nc2ccc(C)cc2C)c1 (stereo not drawn),5%,-7%,-11%,2%,5%,-10%,-2%,4%
COc1cccc(-c2ccc(SCC(=O)N3CCOCC3)nn2)c1,0%,-24%,7%,-1%,6%,2%,nt,3%
COc1ccc(NC(=O)COC(=O)CNC(=O)c2cc(OC)c(OC)c(OC)c2)cc1,-4%,27%[10 µM],1%,-5%,-4%,-4%,1%,0%
CCc1ccc(-n2c(=O)c3c4c(sc3n(CC(=O)NC(C)CC)c2=O)CCCC4)cc1 (stereo not drawn),5%,nt,11%[76.3 µM],nt,3%,nt,nt,4%
Cc1ccccc1CN1C(=O)c2ccccc2Sc2ccc(C(=O)O)cc21,-2%&3%,-3%,2%,5%,-3%&6%,0%,-5%,-5%&4%
O=C(O)[C@H]1CCCC[C@H]1C(=O)Nc1ccc(Nc2ccccc2)cc1,?,-4%[10 µM],?,-1%,-24%,3%,0%,-8%
COc1ccc(-c2nsc(NC(=O)c3oc4ccccc4c3C)n2)cc1,?,nt,-6%[76.3 µM],nt,-14%,nt,nt,-11%
COc1ccc(C(=O)Nc2ccc(-c3cc4ccccc4oc3=O)c(C)c2)cc1Br,-2%,nt,-13%[76.3 µM],nt,-17%,nt,nt,?
CCC(=O)Nc1cccc(C2=NOC3(C2)C[C@H](C(N)=O)N(C(=O)c2ccc(Cl)cc2)C3)c1 (stereo partly drawn),7%,10%[10 µM],5%,-7%,0%,nt,4%,-4%
CC1(C)N=C(N)NC(Nc2ccccc2)=N1,4%,9%,13%,4%,1%,-5%,-5%,-5%
O=C(OCn1nnc2ccccc2c1=O)C12CC3CC(CC(O)(C3)C1)C2,1%,-15%,12%,3%,11%,0%,-9%,10%
COC(=O)/C(C#N)=C/c1ccc(-c2ccc(S(N)(=O)=O)cc2)o1,-7%,-20%[10 µM],3%,7%,-1%,nt,3%,-12%
CC(C)n1c(O)c(N=NC(=O)Cn2ccc(C(F)(F)F)n2)c2ccccc21,?,7%[10 µM],-6%,8%,-13%,-11%,2%,5%

# Ten compounds out of the list, arranged by SMILES length, high to low.
SMILES,Tau ThT inhib,HTT cytoprotect,GAA glycogen,GLA spleen mod,Tau fluor counter,GAA inh,aGlu spleen mod,Tau FP inhib
CCC(=O)Nc1cccc(C2=NOC3(C2)C[C@H](C(N)=O)N(C(=O)c2ccc(Cl)cc2)C3)c1 (stereo partly drawn),7%,10%[10 µM],5%,-7%,0%,nt,4%,-4%
Cn1c(=O)c2c(nc(NCCNC(=O)c3ccco3)n2Cc2ccc(Cl)cc2Cl)n(C)c1=O,-6%,-28%[0.074 µM],7%,-2%,-4%,?,-4%,6%
CCc1ccc(-n2c(=O)c3c4c(sc3n(CC(=O)NC(C)CC)c2=O)CCCC4)cc1 (stereo not drawn),5%,nt,11%[76.3 µM],nt,3%,nt,nt,4%
COc1ccc(NC(=O)COC(=O)CNC(=O)c2cc(OC)c(OC)c(OC)c2)cc1,-4%,27%[10 µM],1%,-5%,-4%,-4%,1%,0%
COC(=O)/C(C#N)=C/c1ccc(-c2ccc(S(N)(=O)=O)cc2)o1,-7%,-20%[10 µM],3%,7%,-1%,nt,3%,-12%
O=C(OCn1nnc2ccccc2c1=O)C12CC3CC(CC(O)(C3)C1)C2,1%,-15%,12%,3%,11%,0%,-9%,10%
COc1ccc(-c2nsc(NC(=O)c3oc4ccccc4c3C)n2)cc1,?,nt,-6%[76.3 µM],nt,-14%,nt,nt,-11%
C(=N\Nc1nc(-c2cccnc2)nc2ccccc12)/c1ccccc1,-10%,-9%[10 µM],-17%,0%,?,nt,-2%,-9%
COc1cccc(-c2ccc(SCC(=O)N3CCOCC3)nn2)c1,0%,-24%,7%,-1%,6%,2%,nt,3%
CC(C)(C)c1ccc(NC(=S)NCc2cccs2)cc1,-4%,-21%,-18%,2%,?,-8%,0%,-13%

# The list goes on.
SMILES,Tau ThT inhib,HTT cytoprotect,GAA glycogen,GLA spleen mod,Tau fluor counter,GAA inh,aGlu spleen mod,Tau FP inhib
O=C(CSc1ncc(C(F)(F)F)cc1Cl)NCC1CCCO1 (stereo not drawn),nt,-19%[10 µM],4%,1%,12%,nt,-2%,1%
CC(=O)Nc1ccc(S(=O)(=O)Oc2cccc(N3C(=O)C4CCCCC4C3=O)c2)cc1 (stereo not drawn),3%,-2%,-2%,7%,-10%,-11%,-1%,-2%
CC(=O)NC1CCCN(O)C(=O)/C=C(\C)CCOC(=O)C(NC(C)=O)CCCN(O)C(=O)/C=C(\C)CCOC(=O)C(NC(C)=O)CCCN(O)C(=O)/C=C(\C)CCOC1=O (stereo not drawn),-13%,19%[10 µM],-26%,8%,-7%,nt,7%,-3%
CCCOc1cccc(/C=N/NC(=O)c2csc(C)c2C)c1,-11%,-27%,13%,0%,-20%,-9%,-5%,-12%
COC(=O)COc1ccc(/C=N/NC(=O)c2ccc(N(Cc3ccccc3)S(C)(=O)=O)cc2)cc1,-1%,-7%[10 µM],-6%,2%,-19%,-4%,1%,?
CCOC(=O)c1cccc(NC(=O)CCn2cccc2)c1,-14%,8%,2%,-6%,-20%,8%,-7%,-13%
CCN(CC)C(=O)c1cccc2c1C(=O)c1ccccc1-2,0%,21%[10 µM],-2%,4%,1%,1%,-7%,8%
O=C(NNC(=O)c1cc(OCC(F)(F)F)ccc1OCC(F)(F)F)c1ccc(Cl)c(Cl)c1,-12%,-11%[10 µM],-4%,2%,-12%,-6%,-1%,?
O=C(COC(=O)c1cccc(NC(=O)c2ccco2)c1)c1ccc(Br)cc1,-13%,-15%[10 µM],6%,-2%,?,-2%,-4%,?
O=C(O)CC/C(=N/NC(=O)CNC(=O)Cc1ccc(Cl)cc1)c1ccccc1,7%,20%[10 µM],3%,3%,9%,nt,0%,8%
O=C(CCSc1nnc(-c2ccco2)o1)Nc1ccccc1,-17%,2%,-5%,-4%,-5%,0%,-1%,-13%
CCOC(=O)N1CCC(N(CCN(C)C)C(=S)Nc2cc(C)cc(C)c2)CC1,-9%,8%[10 µM],-4%,12%,-9%,-6%,3%,-1%
CN(C[C@H](Cc1ccccc1)N(C[C@H](Cc1cccc2ccccc12)N(CCc1ccccc1)N=O)N=O)N=O,-9%,7%[10 µM],3%,1%,-23%,nt,4%,1%
CCN(CC)CC(=O)c1c[nH]c2ccccc12,-6%,-10%[10 µM],18%,1%,-3%,-1%,-4%,3%
Cc1cccc(-n2nnc3cnn(C)c3c2=O)c1,-15%,-4%,8%,2%,-12%,0%,-2%,-14%
COc1ccc(C2=NOC(CNC(N)=S)C2)cc1 (stereo not drawn),-14%,-60%,0%,-13%,-9%,1%,0%,-8%
CN(C)c1ccc(C(=S)N2CCN(C(=S)Nc3cccc4ccccc34)CC2)cc1,-13%,16%[10 µM],-13%,-8%,-15%,nt,0%,10%
CCC(=O)Nc1nc(C)c(-c2csc(Nc3ccccn3)n2)s1,14µM*,nt,12%,-3%,?,-3%,2%,?
CCOc1ccc(NCc2cc3cc(OC)ccc3[nH]c2=O)cc1,6.3µM*,11%[10 µM],?,2%,?,nt,-1%,-6%
CC(C)(C)c1ccc(NC(=O)Nc2ccc3ccccc3n2)cc1,7%,11%[10 µM],-7%,-1%,-21%,nt,3%,?
CN1CCN(C2(CNC(=O)c3ccc(C(C)(C)C)cc3)CCCCC2)CC1,-2%,nt,-10%[76.3 µM],nt,-7%,nt,nt,3%
